Screening data from PubChem.
PPARg SRC1 recr – PPARgamma agonists recruiting SRC-1 coactivator, primary screen, biochemical; AID 631, 2007; PPARgamma-SRC-1 coactivator recruitment biochemical assay; 200,000 compounds, 0.41% hits; activation, % at 8 µM; in the data active = activation above about 19%;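 note: 0% = DMSO and 100% = reference agonist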
Target sequence (P37231 whole entry, looked up): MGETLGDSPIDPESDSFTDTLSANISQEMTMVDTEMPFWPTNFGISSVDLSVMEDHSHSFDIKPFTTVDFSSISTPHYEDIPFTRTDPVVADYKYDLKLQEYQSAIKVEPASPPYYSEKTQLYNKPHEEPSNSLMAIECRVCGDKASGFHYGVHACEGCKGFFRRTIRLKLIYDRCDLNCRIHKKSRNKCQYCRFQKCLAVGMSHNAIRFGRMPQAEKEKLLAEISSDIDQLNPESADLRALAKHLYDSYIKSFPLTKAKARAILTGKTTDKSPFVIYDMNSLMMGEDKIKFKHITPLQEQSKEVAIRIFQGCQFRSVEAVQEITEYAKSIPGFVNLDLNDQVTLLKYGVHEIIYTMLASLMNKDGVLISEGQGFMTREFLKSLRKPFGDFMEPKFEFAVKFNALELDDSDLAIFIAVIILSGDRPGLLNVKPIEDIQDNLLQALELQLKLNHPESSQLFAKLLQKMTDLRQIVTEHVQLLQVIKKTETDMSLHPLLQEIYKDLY
PMI act – activators of human PMI, primary screen, biochemical, fluorescence intensity, near-Km mannose 6-phosphate; 190,000 compounds, 0.005% hits; purified human PMI, coupled resazurin fluorescence, 20 min; stronger effect = higher value; 1 = vehicle control, 0 substrate-free wells; Mannose-6-phosphate isomerase (Homo sapiens), P34949; activation factor at 20 µM;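 active = activation factor of 2 or more at 20 µM, relative to plate controls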
Target sequence (P34949 whole entry, looked up): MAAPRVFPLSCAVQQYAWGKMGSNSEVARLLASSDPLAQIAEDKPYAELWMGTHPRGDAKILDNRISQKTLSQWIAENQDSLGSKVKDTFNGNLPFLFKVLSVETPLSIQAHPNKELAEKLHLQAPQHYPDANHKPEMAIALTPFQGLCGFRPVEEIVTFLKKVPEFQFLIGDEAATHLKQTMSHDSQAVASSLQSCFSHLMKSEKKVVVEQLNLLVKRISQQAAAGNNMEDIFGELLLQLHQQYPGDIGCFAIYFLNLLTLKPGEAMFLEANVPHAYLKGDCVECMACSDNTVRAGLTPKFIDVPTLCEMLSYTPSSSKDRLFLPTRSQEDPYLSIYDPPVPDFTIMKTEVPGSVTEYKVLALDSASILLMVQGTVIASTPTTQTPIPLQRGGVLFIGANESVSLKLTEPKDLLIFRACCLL
ROMK primary – ROMK potassium channel modulators, primary screen, cell-based, thallium flux, MLSMR library; ATP-sensitive inward rectifier potassium channel 1 (Homo sapiens), P48048; 130,000 compounds, 2% hits; B-score at 10 µM; Tet-inducible ROMK, thallium flux fluorescence; actives lie on both sides; AID 1918, 2009;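 active = signal ratio slope over the read window, or its plate-corrected B-score, at least 3 SD from the plate mean, either direction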;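 note: B-score of the F/F0 ratio slope over 7 to 12 s after thallium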
S1P3 antag – S1P3 receptor antagonists, primary screen, cell-based | Sphingosine 1-phosphate receptor 3 (Homo sapiens), Q99500 | CHO S1P3 NFAT-BLA reporter, FRET fluorescence, antagonist mode | inhibition, % at 4.98 µM | 170,000 compounds, 0.27% hits | AID 485, 2006;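 active = inhibition above the plate cutoff, the mean inhibition of test wells on that plate plus 3 SD, cut at about 28% in these data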;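 note: cells challenged with S1P at its EC80 of 0.8 µM; blue over green emission ratio from cleaved BLA substrate after 4 h stimulation; 0% = S1P-stimulated wells and 100% = unstimulated DMSO-only wells; some compounds past the cut are filed as inactive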
PMI act hi M6P – human PMI activators, high substrate, primary screen, biochemical, fluorescence intensity, near-saturating mannose 6-phosphate. activation factor at 20 µM. Mannose-6-phosphate isomerase (Homo sapiens), P34949. coupled PMI enzyme assay, resazurin fluorescence, 20 min; stronger effect = higher value; 1 = untreated enzyme, 0 = substrate-free blank. AID 1216, 2008. 190,000 compounds, 0.34% hits;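 active = activation factor of 2 or more at 20 µM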
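Material: human phosphomannose isomerase with PGI, G6PDH, diaphorase coupling enzymes; amount: PMI at 15 ng/mL final; also added: Mannose-6-phosphate 1.0 mM (near-saturating) plus 0.22 mM NADP+; incubation: enzyme reaction with compound 20 min at room temperature; signal: resorufin fluorescence (Ex 544/Em 590 nm) from resazurin via diaphorase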
PPARg SRC-3 ag – PPARgamma agonists recruiting SRC-3 coactivator, primary screen, biochemical | Peroxisome proliferator-activated receptor gamma (Homo sapiens), P37231 | biochemical PPARgamma/SRC-3 coactivator recruitment assay | activation, % at 8 µM | 200,000 compounds, 0.26% hits | AID 731, 2007; in the data active = activation above about 23%;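 note: 0% = DMSO and 100% = reference agonist; some compounds past the cut are filed as inactive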
SRC2 TRFRET art – TR-FRET signal artefacts, primary screen, artefact control for PPARgamma SRC-2 agonist project, biochemical; TR-FRET artefact counter-screen; stronger effect = higher value; TR-FRET ratio at 8 µM; 200,000 compounds, 0.4% hits; AID 1049, 2008; in the data active = TR-FRET ratio above about 2000; note: inactives centre near 1500
Diaphorase act – compounds boosting diaphorase resazurin reduction – biochemical, uHTS, resorufin fluorescence, counter-screen for diaphorase-coupled primary assays, primary screen; Diaphorase/resazurin coupled assay, 16 min; stronger effect = higher value; 1 = vehicle wells, 0 = NADH-free wells; activation factor at 20 µM; 190,000 compounds, 0.005% hits;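 active = diaphorase activity raised at least twofold by the compound at 20 µM; inactive = activation factor below 2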
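Material: purified diaphorase enzyme from Clostridium kluyveri; Also added: 0.114 mM NADH and 0.1 mM resazurin, final amounts; Doses: single compound dose of 20 µM, 1% DMSO final; Times: 16 min enzyme reaction, ambient temperature; Detection: resorufin fluorescence, excitation 544 nm, emission 590 nm; Measure: increased resorufin signal from activators or reducing compounds.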
Diaph inh CS – diaphorase inhibitors and chemical oxidizers, primary screen, counter-screen for diaphorase-coupled primary assays, biochemical, uHTS, resorufin fluorescence; inhibition, % at 20 µM; AID 1217, 2008; 190,000 compounds, 0.69% hits; diaphorase resazurin-to-resorufin fluorescence, NADH, 16 min; bacterial (C. kluyveri) enzyme, not human;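 active = primary screen inhibition at 20 µM above a set limit, cut at about 50% in these data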;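 note: plate controls were DMSO with full reaction for no effect and wells lacking NADH for full effect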
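Assay system: diaphorase enzyme from Clostridium kluyveri; Input: enzyme working solution with 0.14 U/mL diaphorase; Timing: 16 min at room temperature; Technique: resorufin fluorescence, excitation 544 nm, emission 590 nm; Benchmarks: positive control minus NADH, DMSO neutral control.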
PPARg SRC-2 ag – agonists of PPARg-SRC-2 recruitment, primary screen, biochemical, HTS | Peroxisome proliferator-activated receptor gamma (Homo sapiens), P37231 | PPARgamma LBD-SRC-2 recruitment | activation, % at 8 µM | 200,000 compounds, 0.34% hits; in the data active = activation above about 22%;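 note: 0% = vehicle and 100% = reference agonist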
G6PDH CS – L. mesenteroides G6PDH inhibitors, counter-screen for G6PDH-coupled screening assays, biochemical, Leuconostoc mesenteroides enzyme | Purified L. mesenteroides G6PDH, diaphorase/resazurin coupled fluorescence, 45 min | AID 1020, 2008 | 200,000 compounds, 0.12% hits | inhibition, % at 5 µM; in the data active = inhibition above about 50%
* hit, by the source's call; x = not tested or not shown.

mol,PPARg SRC1 recr,PMI act,ROMK primary,S1P3 antag,PMI act hi M6P,PPARg SRC-3 ag,SRC2 TRFRET art,Diaphorase act,Diaph inh CS,PPARg SRC-2 ag,G6PDH CS
O=C(Cn1cc(S(=O)(=O)N2CCN(c3ccccc3F)CC2)c2ccccc2c1=O)NCCCN1CCCCCC1,2,1,-1.5,-6,1.1,0,1477,1.2,-15,3,-3
CCOc1ccc2nc(NS(=O)(=O)Cc3ccccc3)sc2c1,7,1,1.6,x,1,15,1741,0.9,9,7,4
Cc1c(C(=O)O)oc2c3c(ccc12)OCCO3,4,0.9,0.85,-43,1,7,1300,0.8,24,3,-15
Cc1cc(C)cc(NC(=O)Cn2c(=O)oc3cc(S(=O)(=O)N4CC(C)CC(C)C4)ccc32)c1 (centres undefined),12,0.9,x,x,0.9,-4,1535,0.7,27,-3,5
COc1ccc(CSc2nncn2C)cc1F,1,1,-0.16,3,1,-3,1617,0.9,10,-7,14
N/C(=N\OC(=O)Cc1ccc(Cl)cc1)c1ccncc1,1,1,-1.3,5,1,5,1742,1,-1,3,2
CCc1cc(-c2n[nH]c(C)c2-c2nc3ccccc3s2)c(O)cc1OCC(=O)NN,2,0.9,-0.56,-16,0.9,5,1546,1,-4,5,8
CC(=O)Nc1ccc(S(C)(=O)=O)c(C)c1,-4,0.9,-0.39,-7,0.9,-2,1607,0.9,12,-7,9
Cc1cc(Cl)cc(Br)c1OCCCNCC(C)O (centres undefined),13,0.9,0.046,12,0.9,6,1724,1,4,0,13
CCC1=[N+]([O-])C(C)(/C(C)=N\O)N(O)C1(C)C (centres undefined),0,1,-0.63,1,0.9,1,1600,0.9,6,8,21
Cc1ccc2c(c1)C(=O)CCN2,10,1,x,x,1,-2,1571,0.9,10,3,-5
Cc1ccc(C(NC(=O)N2CCCC2)C(Cl)Cl)cc1F (centres undefined),-4,1.7,-0.71,5,2*,-1,1721,1,0,8,15
CCOc1cc(CNCCO)cc(Br)c1OCc1ccc(Cl)cc1Cl,9,1,x,x,1,-2,1654,1.3,-28,7,-1
CC(C)c1ccc(NC(=O)COC(=O)/C=C/c2cccc(Br)c2)cc1,12,1,x,-6,1,1,1590,0.9,8,8,-12
O=C(COc1ncnc2sccc12)N1CCN(C(=O)c2ccco2)CC1,-2,1,0.021,-9,0.6,-3,1294,0.8,18,-4,4
C=CCNc1ccc(N2C(=O)C3CCC(C)CC3C2=O)cc1[N+](=O)[O-] (centres undefined),9,1,-0.35,1,1,9,1566,0.7,28,6,3
COc1cc2ncnc(NCc3ccccc3Cl)c2cc1OC,3,1,-1.6,17,1,-1,1554,1,-4,6,7
CN(CCOc1ccc(Cl)cc1)c1ccc(S(=O)(=O)N2CCCCC2)cn1,4,0.9,-4.4*,37,1,8,1633,0.9,12,9,16
O=c1oc(-c2ccc(Br)o2)nc2ccccc12,13,1,1,x,1.1,10,1471,0.9,5,7,2
Cc1cc(C)nc(N2CCCC(C(=O)Nc3nnc(C(C)(C)C)s3)C2)n1 (centres undefined),0,0.8,0.91,-5,0.8,5,1597,0.9,15,-3,24
Cc1ccc2nc(SCC(=O)Nc3cc(C)on3)[nH]c2c1,9,0.9,x,-30,0.9,10,1450,0.9,7,10,-13
O=C(NCc1nc2ccccc2[nH]1)c1ccc(Cl)c(S(=O)(=O)N2CCCC2)c1,4,0.9,x,-47,1,7,1496,0.9,13,10,-14
COCP(=O)(c1ccccc1)c1ccccc1,2,1,0.89,x,1,-6,1578,1,-2,2,-4
O=C(NNC(=O)c1sccc1-n1cccc1)c1cccc(Cl)c1,-1,1,x,x,1,-2,1650,1,-1,5,30
CCOC(=O)COc1ccc(-c2nnc(-c3ccccc3)o2)cc1,0,1,x,8,1,0,1500,1,2,3,-5
CCn1c(C)c(CCC(=O)O)c(=O)n2nc(-c3ccccc3OC)cc12,4,0.9,x,2,0.9,3,1621,0.9,7,-9,11
CCS(=O)(=O)c1ccc(N=Nc2ccc(O)c3ncccc23)c(OC)c1,-1,0.8,-0.66,-1,0.6,5,1599,0.6,37,10,24
CCc1ccc(NC(=O)c2sccc2-n2cccc2)cc1,9,0.9,-0.051,x,1,10,1514,1,0,4,6
CC(/C=C/c1ccco1)=N/NC(=O)Cc1cccs1,2,0.9,0.032,x,0.9,8,1549,0.8,25,2,5
Cc1nc2cc(C(=O)O)ccc2n1-c1ccc(F)cc1F,0,0.9,x,-22,1,6,1608,0.8,22,6,-6
CCC(CO)NC(=O)c1ccc(-c2nn(C)c(=O)c3ccccc23)cc1 (centres undefined),1,1.1,0.078,x,1,5,1616,1,2,15,-1
COc1cccc(-c2[nH]nc3c2C(c2ccsc2)C(C#N)=C(N)O3)c1 (centres undefined),-5,0.7,x,x,0.5,5,1412,0.6,42,-4,2
Cc1cc(=O)c(C(=O)O)cn1Nc1ccc(Cl)cc1,0,0.9,-0.0069,x,1,5,1686,0.9,15,10,10
COC(=O)C1=C(O)/C(=C\c2ccc(CNC(=O)C(=O)Nc3ccc(C)cc3)o2)N=C1C,2,1.1,x,x,1,13,1732,0.9,10,0,2
COC1OC(CO)C(O)C(O)C1O (centres undefined),8,1,0.33,-4,1.1,-4,1571,1,-3,5,3
O=C(Oc1ccc(Cl)c2ccccc12)N1CCCCC1,1,1,x,x,1,14,1630,0.8,20,11,0
CCc1nnc(NC(=O)CSc2nc(-c3ccccc3)cc(-c3ccc(F)cc3)c2C#N)s1,2,1,-0.93,x,1,3,1577,1.1,-8,2,3
COCCNC(=O)c1nc2c(nnn2Cc2cc(C)ccc2C)c(=O)[nH]1,-1,1.2,x,x,1.2,9,1636,1.1,-6,15,33
O=C(NNC(=O)C1CCC(C(=O)NNC(=O)c2cccs2)CC1)c1cccs1 (centres undefined),-1,1,-0.033,-5,1,-3,1429,0.9,8,-7,8
COc1cc(CC(=O)O)c(C(C)=O)cc1OC,-2,1,-0.59,-21,1.1,-8,1487,1,2,-1,10
Nc1nnc(SCc2cccnc2)s1,-3,1,x,-34,1,11,1542,1.1,-8,8,8
COc1ccc2c(c1)c1ccccc1n2C,6,0.9,-0.37,-16,0.9,11,1643,1,1,6,-8
COc1cc(CC(=O)Nc2ccc3nc(C)sc3c2)cc(OC)c1OC,-4,0.9,x,-9,1,1,1414,0.9,6,2,3
COc1ccc(C2=NN(Cc3c(F)cccc3Cl)C(=O)CC2)cc1,0,1,-0.098,-4,1,-5,1644,0.9,7,-4,16
CCOC(CCn1c(SCc2cccc([N+](=O)[O-])c2)nc2ccccc2c1=O)OCC,8,0.8,1.5,0,0.9,2,1542,0.8,18,4,6
CCNC(=O)NC(=O)COC(=O)CCCSc1nc2ccccc2[nH]1,4,1.2,x,-4,1.1,4,1649,1.2,-20,6,11
COc1ccc(/C=C/C(=O)Nc2cc(C(F)(F)F)ccc2Cl)cc1,-3,0.9,1.2,x,0.9,6,1638,0.9,12,12,3
Cc1cc(NC(=O)CSc2nc(CC(C)(C)C)nc3c2c(=O)n(C)c(=O)n3C)no1,-1,0.8,x,x,0.8,-3,1499,0.8,15,-3,-2
CCN(CC)CCNC(=O)CS(=O)Cc1nc(-c2ccc(Cl)cc2)oc1C (centres undefined),10,1.1,-1.1,-2,1.1,2,1613,1.1,-9,4,8
NC(=O)C1CCN(C(=S)c2ccc(-c3ccc(Br)cc3)o2)CC1,15,1.1,-0.088,-22,1.1,3,1644,1,3,8,5

Outcome played no part in choosing rows, and some 3.3% of all compounds hit somewhere here.
